# Pf Dd2 growth – qHTS Primary assay for Inhibitors of Plasmodium falciparum Dd2 growth in vitro | Potency, µM (top dose mostly 28.9 µM), for inactives: at the highest dose activity, negative = inhibition, most hits filed as inhibitors | actives 4.3% (n = 120,000) | AID 1347417, 2020 | P. falciparum Dd2 growth, SYBR Green, 72 h; active = well fitted inhibition curve with a large enough effect; inconclusive = small, poorly fitted or top-dose-only effect; inactive = no such curve, though single readings can be large or run the other way;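 also: plate controls were DMSO vehicle for no effect and reference drug for full effect; nearly all actives have a fitted effect of over 65% in size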
#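 Infected erythrocytes (Dd2, 0.3% parasitemia, 2.5% hematocrit final) are added to compound in RPMI-1640/Albumax II medium, grown 72 h at 37C in low oxygen, then lysed with saponin/Triton-X containing SYBR Green and read by fluorescence.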
# * hit, by the source's call; i = inactive; u = inconclusive; & = joins results of further samples; [ ] = remark or other dose. Potency is read from the fitted curve at half-maximal effect. This is a subset, so the mix of outcomes need not match the whole.
SMILES,Pf Dd2 growth
Cc1ccc(-n2nc3n(c2=O)CCN(C(=O)Cc2ccc(F)cc2)C3)cc1,i
Cc1cccc(NC(=O)N2CCC3(CC2)CC(N(C(=O)c2ccccc2)C2CC2)CCO3)c1 (stereo unspecified),-1%
CCN(CC)c1ccc(C(=O)N2CCCC(n3cc(-c4nc(C(C)C)no4)nn3)C2)cc1 (stereo unspecified),u
COc1ccc(CNC(=O)c2ccc(NC(=O)N3CCCCc4ccccc43)cc2)c(OC)c1,-16%
CC(C)NC(=O)N1Cc2ccccc2OC2(CCN(Cc3ccncc3)CC2)C1,6%
CSc1ccc(CCNS(=O)(=O)c2ccc3c(c2)C(C)(C)C(=O)N3C)cc1,5%
COCc1noc(CC2CCOC3(CCN(C(=O)c4cc5ccccc5[nH]4)CC3)C2)n1 (stereo unspecified),u
Cc1ccc(O)c(CN2CC[C@@H](c3ccc4ccccc4c3)[C@H](O)C2)n1,u
O=C(c1ccncc1)N1CCCC(c2noc(COc3ccccc3F)n2)C1 (stereo unspecified),22%
Cc1noc2c(NCC3CCOCC3)cc(-c3ccc(F)cc3)nc12,i
COc1ccc(-c2noc(C(=O)N3CCCC3)c2[C@H](C)O)cc1,-4%[44.1 µM]
COc1cc(OC)c(CNC(=O)c2c(C)noc2-c2ccc(OC(F)(F)F)cc2)c(OC)c1,-29%
CCOc1ccc(CNC(=O)C2CCN(S(=O)(=O)N3CCCCC3)CC2)cc1,16%
CCN1CCN(c2ccc(NS(=O)(=O)c3c(C)nc4sccn4c3=O)cc2Cl)CC1,-24%
CCC1Oc2ccc(NC(=O)c3ccccc3OC(C)=O)cc2CN(Cc2ccccc2F)C1=O (stereo unspecified),u
CCOc1ccc2nc(N3CCCC(C(=O)NCc4ccc(C)cc4)C3)sc2c1 (stereo unspecified),-16%
CCN(c1ccccc1)S(=O)(=O)c1ccc2[nH]cc(C(=O)NCc3ccc(C)cc3)c(=O)c2c1,u
COCCCNc1nc2c(c(=O)[nH]c(=O)n2C)n1CC(O)COc1ccc(Cl)cc1 (stereo unspecified),55%[activator][0.594 µM]
Cc1cccc(OCCc2noc(C3CN(S(=O)(=O)c4ccccc4)C3)n2)c1,-27%
O=S(=O)(NCCc1csc2nc(-c3ccc(Cl)cc3)nn12)c1cccs1,-9%
Cc1cc(Nc2ccccc2O)nc(C)n1,13%
CC(C)n1c(C2CCN(C(=O)CCc3nc4ccccc4s3)CC2)nn(C)c1=O,-16%
COc1ccc(CCC(=O)N2CCC(Oc3ccc(-c4noc(C)n4)cc3)C2)cc1 (stereo unspecified),14%[5.79 µM]
COc1ccc(CNC(=O)CCC2N=C3c4ccccc4N=C(SCc4ccccc4F)N3C2=O)cc1 (stereo unspecified),-24%
OC1(c2csc(CN3CCOCC3)n2)CCN(C2CCCC2)CC1,22%[44.1 µM]

# Among those listed so far, 3 contain two or more sulfur atoms:
SMILES,Pf Dd2 growth
CSc1ccc(CCNS(=O)(=O)c2ccc3c(c2)C(C)(C)C(=O)N3C)cc1,5%
CCN1CCN(c2ccc(NS(=O)(=O)c3c(C)nc4sccn4c3=O)cc2Cl)CC1,-24%
O=S(=O)(NCCc1csc2nc(-c3ccc(Cl)cc3)nn12)c1cccs1,-9%

# Three structures already listed, arranged by molar mass, high to low.
SMILES,Pf Dd2 growth
CCN(c1ccccc1)S(=O)(=O)c1ccc2[nH]cc(C(=O)NCc3ccc(C)cc3)c(=O)c2c1,u
Cc1cccc(OCCc2noc(C3CN(S(=O)(=O)c4ccccc4)C3)n2)c1,-27%
COc1ccc(-c2noc(C(=O)N3CCCC3)c2[C@H](C)O)cc1,-4%[44.1 µM]

# Three of the compounds above, as tab-separated lines:
mol	Pf Dd2 growth
CCC1Oc2ccc(NC(=O)c3ccccc3OC(C)=O)cc2CN(Cc2ccccc2F)C1=O (stereo unspecified)	u
CCN1CCN(c2ccc(NS(=O)(=O)c3c(C)nc4sccn4c3=O)cc2Cl)CC1	-24%
Cc1cccc(NC(=O)N2CCC3(CC2)CC(N(C(=O)c2ccccc2)C2CC2)CCO3)c1 (stereo unspecified)	-1%

# (cont.)
SMILES,Pf Dd2 growth
CC(C(=O)Nc1ccccc1)n1nnc2sc3c(c2c1=O)CCCC3 (stereo unspecified),6%
Cn1nnnc1SCCNCc1ccccc1Cl,-23%
CN1CCCC2(C1)CN(C)c1ccc(C(=O)Nc3ccc(F)cc3)cc12 (stereo unspecified),i
N#Cc1cccc(-c2cn3c(n2)N(C(=O)C2CCCO2)CCC3)c1 (stereo unspecified),i
COc1ccc(NC(=O)C2=C(C)Nc3nc(SCc4ccccc4C)nn3C2c2ccc(Br)cc2)cc1 (stereo unspecified),4%
COc1ccc(C(=O)N2CCC(N3CC4CC(C3)[C@H]3CCCC(=O)N3C4)CC2)cc1F (stereo partly specified),-9%
CC(=O)Nc1ccc(NC(=O)C2CCN(S(=O)(=O)c3ccc4c(c3)CCCC(=O)N4)CC2)cc1,i
C[S+](=O)([O-])N1CCn2ncc(C(=O)NCc3ccc(Cl)nc3)c2C1,2%
COc1cc(NC(=O)c2ccc3c(c2)N(C)C2CCCCN2C3=O)cc(OC)c1OC (stereo unspecified),u
CC1=C[C@@H](CNC(=O)CCC(=O)O)[C@H](C(C)C)C[C@H]1Cc1nc2ccc(C)cc2[nH]1,3%[44.1 µM]
O=[S+]1([O-])NCC2(CCN(Cc3ccc(F)cc3)C2)Oc2ccncc21 (stereo unspecified),-18%
CCNC(=O)NCC1c2cc(OC)c(OC)cc2CCN1C(=O)Nc1ccc(C)cc1 (stereo unspecified),i
Cc1ccc(CNC(=O)c2ccc3c(c2)N(Cc2cccc(Cl)c2)C(=O)CS3)cc1,i
O=C1CCCCCN1C1CCN(Cc2ccncc2)CC1,4%[44.1 µM]
O=C1CCCN1CCCN1C(=O)[C@@H]2C[C@@H](O)CN2C2(CN(Cc3ccc(OC(F)(F)F)cc3)C2)C1=O,i
O=C(Nc1ccc(F)cc1F)c1cccc2c1C(=O)N(C1CCCCC1)C2,2%
COc1ccc(N2CC3CCC(C2)N3C(C)=O)cc1,-11%[44.1 µM]
Cc1nc2scc(CC(=O)NC(C)C)n2c(=O)c1-c1cc(C)n(-c2cccc(Cl)c2)n1,i
CC(C)Oc1ccc(CN2CCc3n[nH]c(=O)n3CC2)cc1,3%
O=C(CCCn1c2ccccc2c(=O)c2ccccc21)Nc1ccc(F)cc1Cl,-21%
O=C(NCCN1CCCCC1)C1CCCN(c2cnc3nccnc3c2)C1 (stereo unspecified),i
CCCc1nnc(NC(=O)C2CC(=O)N(c3n[nH]c4ccccc34)C2)s1 (stereo unspecified),-13%
CCOc1ccc(CC(=O)NCc2ccc3c(c2)CCN3C(=O)c2ccc(F)cc2)cc1OCC,2%
O=C(CCC1CCCC1)NCC12CCC=C1N(CC1CC1)C(=O)CC2 (stereo unspecified),-11%
CNC(=O)[C@H]1C[C@H](Oc2cccnc2)CN1C(=O)Nc1cccc(F)c1,-3%

# Copied from the list.
# In Pf Dd2 growth, Cc1cc(Nc2ccccc2O)nc(C)n1 is listed with 13%
# In Pf Dd2 growth, CSc1ccc(CCNS(=O)(=O)c2ccc3c(c2)C(C)(C)C(=O)N3C)cc1 is listed with 5%
# In Pf Dd2 growth, O=C1CCCCCN1C1CCN(Cc2ccncc2)CC1 is listed with 4%[44.1 µM]

# (cont.)
SMILES,Pf Dd2 growth
OC1CC(c2cc(NCCOCc3ccc(Cl)cc3)ncn2)C1 (stereo unspecified),-18%
CC1CCN(CC2CCCN(C(=O)CC3CCCC3)CC2)CC1 (stereo unspecified),u
CO[C@H]1C(=O)N(C(C)C)[C@H]1C1CCN(C(=O)c2cnccn2)CC1,20%
CC(=O)N1CCCc2cc(S(=O)(=O)N(C)CC(=O)Nc3cccc(C)c3C)ccc21,26%
Cc1ccc([C@H]2C[C@@H](O)[C@@H](O)[C@@H]2NC(=O)C2CCOCC2)cc1,3%[44.1 µM]
COc1ccc2nc(C[C@@H]3C[C@@H](C(C)C)[C@H](CNC(=O)Nc4ccc(F)cc4)C=C3C)[nH]c2c1,u
Cc1noc(C)c1CC(=O)N1CC[C@@H](NC(=O)c2cnccn2)[C@H](O)C1,-13%
CCOC(=O)c1cccc(NC(=O)N2CC[C@@H](CC(=O)NCc3ccccc3OC)[C@@H](CC)C2)c1,u
O=C(COc1ccc(-n2cnnn2)cc1)N1CCCC2(CCOC2)C1 (stereo unspecified),u
Cc1ccc(C)c(NC(=O)c2cc3n(n2)CC(c2ccc(Cl)cc2)OC3)c1 (stereo unspecified),i
c1cnc2nc(C3CCNCC3)[nH]c2c1,-4%&13%[44.1 µM]
Cc1ccc(-c2nnc3ccc(NC(C)C)nn23)nc1,i
COc1ccc(C(=O)NCCn2c(C)cnc2C2CC2)cn1,i
Cc1ccc(NC(=O)Cn2c(=O)n(Cc3ccc4c(c3)OCO4)c(=O)c3ccc(C(=O)NC4CCCCC4)cc32)cc1,u
Cc1ccc(C(=O)N2CCC(Cc3nc(-c4cnccn4)no3)CC2)cc1,-10%
CCOC(=O)c1ccc(NC(=O)CSc2c3c(nc4cc(Cl)ccc24)CCCC3)cc1,u
Cc1ccc(C2c3cccn3CCN2S(=O)(=O)c2ccc([N+](=O)[O-])cc2)cc1 (stereo unspecified),u
CCCC1=Nc2cc(C(=O)NCc3ccc(OC)cc3)ccc2Sc2ccc(C)cc21,-2%
CC(=O)c1ccc(C(=O)N(Cc2cccnc2)c2nc3c(C)c(C)ccc3s2)cc1,u
Cc1ccn(CC(=O)NCCn2c(C)cnc2C2CC2)n1,i
O=C(c1ccco1)N(Cc1cccnc1)c1nc2c(F)cccc2s1,i
CC1=C(C(=O)Nc2ccccc2C)C(c2sccc2C)n2ncnc2N1 (stereo unspecified),24%
COCC1(CNC(=O)c2cnccn2)C[C@@H](O)[C@@H](O)C1 (stereo partly specified),9%[44.1 µM]
COc1cccc(CC(=O)N2CCC3(CC2)CC(N(Cc2ccccc2)C2CC2)CCO3)c1 (stereo unspecified),-17%
CN1CCN(C(=O)C[C@@H]2CCNC[C@@H]2Cc2cc(-c3ccccc3)on2)CC1,i

# The listing continues.
SMILES,Pf Dd2 growth
CCOC(=O)Cc1cc(C(=O)Nc2ccc(Br)cc2)sc1-c1ccc(C)cc1,7.1µM*
Cc1ccc(NC(=O)c2nc(S(C)(=O)=O)ncc2N(Cc2ccco2)Cc2ccco2)cc1,u
O=C(Cc1ccsc1)N1CCC([C@@H]2CNC[C@H]2CO)CC1,-11%
COCCOC1CCOC2(CCN(C(=O)Nc3ccccc3)CC2)C1 (stereo unspecified),-23%
Cc1cc(=O)n(CC(=O)Nc2ccccc2)c(-c2ccc(Cl)cc2)n1,-10%
O=C(Nc1ccc(C2(C(=O)NCc3ccccn3)CCCCC2)cc1)C1CC1,u
CN1C[C@@H](NC(=O)CCC(=O)O)C[C@H]1c1nc(-c2ccc3ccccc3c2)no1,5%[44.1 µM]
COc1ccc(CCNC(=O)c2ccc3nc(CCc4ccccc4)oc3c2)cc1OC,18%
CCOc1cc2c(cn1)NCCN(Cc1ccccc1O)C2,i
O=C(COc1cccc(-c2nnc3n2CCCC3)c1)N1CCN(c2ccc(F)cc2)CC1,u
O=C(C[C@@H]1O[C@H](CNC(=O)c2cccc(F)c2)[C@@H](O)[C@H]1O)NCc1ccc(F)cc1,23%[44.1 µM]
Cn1cc(CN2CCN(c3ccc(C#N)cn3)CC2)c(-c2ccccc2)n1,u
Cc1ccc(-c2cc3c(=O)n(CCNC(=O)c4cc(C5CC5)[nH]n4)ccn3n2)c(C)c1,-11%
COc1ccc(C(=O)N2CCCn3nc(C)c(-c4ccccc4-c4ccccc4)c32)cc1,10µM*
CC(C)c1nnsc1Cn1ncc(N(C)CCc2ccccc2)cc1=O,-3%
O=C1NC2(CCCN(C(=O)c3ccccc3)C2)COc2ccccc21 (stereo unspecified),u
COc1ccccc1CC(=O)N1CCC2(CC1)NC(=O)N(c1ccccc1)N2,-1%
COc1cccc(Nc2ncc3c(n2)C(C)(C(=O)NC2CCN(C)CC2)CC3)c1 (stereo unspecified),i
O=C(O)C[C@@H]1CCN(C(=O)NCc2ccccc2)C[C@@H]1CC1=NCCc2ccccc21,10%[44.1 µM]
COc1cccc(-c2nc(Cn3c(=O)cc(C)c4c(C)nn(-c5ccccc5)c43)c(C)o2)c1OC,i
CN1CC2(CCN(C(=O)c3cc(-n4cccn4)ccc3Cl)CC2)OC1=O,13%
COC(=O)C1=C(C)NC(=O)NC1c1ccc(N(C)C)cc1 (stereo unspecified),-12%
O=C([C@@H]1C[C@H](Oc2cccnc2)CN1)N1CCCC1,-3%
COCc1nc(C2CCCN(C(=O)Cc3ccc(C)cc3)C2)no1 (stereo unspecified),19%
CN(Cc1ccc2nonc2c1)Cc1cn(-c2ccccc2)nn1,-27%

# Remaining list, next part
SMILES,Pf Dd2 growth
CCC[C@@H]1CN(Cc2[nH]cc(C)c(=O)c2C)C[C@H]1C(=O)O,-5%
OCc1ccc(-c2cc(-c3ccncc3)c3cncn3c2)cc1,-6%[44.1 µM]
Cc1nc(CCNC(=O)c2cnc(-c3cccnc3)nc2)cc(=O)[nH]1,5%
COc1cccc(CC(=O)N2[C@@H]3CC[C@H]2CC(NC(=O)c2ccc(F)cc2)C3)c1 (stereo partly specified),i
CCn1ccc(C(=O)N2CC3CC(C2)[C@H]2CCCC(=O)N2C3)n1 (stereo partly specified),14%
CNC(=O)c1cc(-c2cnc(OC)nc2)cc2c1OCCN2Cc1cccnc1,u
CCn1nccc1C(=O)N1CCCN(S(C)(=O)=O)C(c2ccccc2)CC(=O)NCC1 (stereo unspecified),-6%
Cc1ccc(C(=O)N2CCC(CCC(=O)NCc3nc4ccccc4n3C)CC2)cc1,-40%
Cc1nc(C(=O)N2CCCC(c3[nH]ncc3Cc3ccccc3)C2)cs1 (stereo unspecified),-24%
COc1cccc(C(=O)c2cn(CC(=O)NCc3ccccc3)c3nc(C)ccc3c2=O)c1,-10%
Cc1ccc(C)c(Cn2c3ccccc3c3cnn(CC(=O)NCCCc4ccccc4)c(=O)c32)c1,i
O=C1CCN(S(=O)(=O)c2ccccc2)CCCN(CC2CCCCC2)CCN1,u

# Screening data: PubChem, National Center for Advancing Translational Sciences (NCATS)
